Compound activity deposited in PubChem BioAssay by National Center for Advancing Translational Sciences (NCATS).
CCT chaperon mod = High-Throughput Screening for Modulators of Cytosolic Chaperonin Activity | purified chaperonin ATPase assay, HTRF ADP detection, 30 min | activity change, % (concentration not given with the values), hits read low | actives 0.3% (n = 360,000); in the data active = activity change below about -30%; also: % is scaled to controls: 0 for no effect and ±100 for the full control effect
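TRiC (40 or 20 nM final, by batch activity) in 30 mM Tris pH 7.4, 100 mM KCl, 5 mM MgCl2, 1 mM DTT was treated with compound at 76 uM single dose, then 10 uM ATP, 30 min at 37 °C. ADP was read by HTRF Transcreener.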
Akt phos inh = HTS Assay for Inhibitors of Akt Phophorylation: Primary Screen | activity change, % for hits at 50 µM | actives 0.32% (n = 360,000) | Neuro2A IGF-stimulated pAkt S473 HTRF, 20 min; hits give low values; in the data active = activity change below about -80%; inconclusive = mostly about -51% to -80%; also: % is scaled to controls: 0 for no effect and ±100 for the full control effect
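Neuro2A cells (4,500/well, DMEM with 0.5% FBS) were treated with compound at a single 50 µM final concentration, stimulated with 6 nM IGF for 20 min at 37 °C, and lysed. Phospho-Akt Ser473 was read by HTRF as 665/615 ratio ×10^4.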
PTHR1 ag = qHTS for PTHR1 Agonists: Primary Screen; Parathyroid hormone/parathyroid hormone-related peptide receptor (Homo sapiens), Q03431; HEK293 GP2 PTHR1 cells, GloSensor cAMP luminescence, 1 h; Potency, µM (titrated, usually from 115 µM), for inactives: at the highest dose activation, most hits filed as activators; actives 0.075% (n = 410,000); AID 743266, 2014; also: potency is read from the fitted curve at half-maximal effect; nearly all actives have a fitted effect of over 55% in size; some results filed as inactive show a strong effect at the top dose; inactives centre near -15; many of its hits are not listed in these tables
Target sequence (Q03431 whole entry, looked up): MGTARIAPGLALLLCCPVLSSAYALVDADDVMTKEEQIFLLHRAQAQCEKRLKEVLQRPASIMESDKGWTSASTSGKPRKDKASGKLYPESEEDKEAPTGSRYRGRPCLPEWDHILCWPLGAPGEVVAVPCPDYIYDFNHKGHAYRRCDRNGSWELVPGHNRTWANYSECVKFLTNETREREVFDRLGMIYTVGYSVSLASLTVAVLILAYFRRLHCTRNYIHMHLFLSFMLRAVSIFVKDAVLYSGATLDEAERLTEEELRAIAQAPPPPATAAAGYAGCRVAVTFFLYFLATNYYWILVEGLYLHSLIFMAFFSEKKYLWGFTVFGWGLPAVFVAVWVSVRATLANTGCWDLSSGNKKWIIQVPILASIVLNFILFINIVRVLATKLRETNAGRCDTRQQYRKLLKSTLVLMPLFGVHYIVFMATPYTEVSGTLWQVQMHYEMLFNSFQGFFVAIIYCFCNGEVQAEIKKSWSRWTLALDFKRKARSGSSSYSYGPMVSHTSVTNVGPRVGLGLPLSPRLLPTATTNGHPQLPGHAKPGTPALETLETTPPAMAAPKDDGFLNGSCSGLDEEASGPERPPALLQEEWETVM
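HEK-293-derived GP2 cells expressing PTHR1 and a GloSensor cAMP reporter, 3,000/well, plated overnight, given luciferin plus IBMX (each 0.5 mM as added) for 1 h at 37 °C, then compound for 1 h at 37 °C. Luminescence was read after 15 min at room temperature.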
EPAC2 antag = qHTS for Antagonist of cAMP-regulated guanine nucleotide exchange factor 2 (EPAC2): primary screen; actives 0.18% (n = 360,000); EPAC2 GEF exchange of Rap1B-BODIPY-GDP, fluorescence; AID 720708, 2013; Rap guanine nucleotide exchange factor 4 (Homo sapiens), Q8WZA2; Potency, µM (highest dose often 114 µM), without a hit: at the highest dose activity, negative = inhibition, usual class: inhibitors; also: potency is read from the fitted curve at half-maximal effect; % is scaled to controls: 0 for no effect and ±100 for the full control effect; nearly all actives have a fitted effect of over 45% in size; many of its hits are not listed in these tables
DRD3 agonist = qHTS of D3 Dopamine Receptor Agonist: qHTS; actives 0.58% (n = 410,000); AID 652048, 2013; max activation, %; D(3) dopamine receptor (Homo sapiens), P35462; D3R DiscoveRx beta-arrestin cells, luminescence, 90 min; in the data active = max activation above about 30%; also: 0% is about no effect; mostly tested at two doses, the higher about 12 µM
Target sequence (P35462 whole entry, looked up): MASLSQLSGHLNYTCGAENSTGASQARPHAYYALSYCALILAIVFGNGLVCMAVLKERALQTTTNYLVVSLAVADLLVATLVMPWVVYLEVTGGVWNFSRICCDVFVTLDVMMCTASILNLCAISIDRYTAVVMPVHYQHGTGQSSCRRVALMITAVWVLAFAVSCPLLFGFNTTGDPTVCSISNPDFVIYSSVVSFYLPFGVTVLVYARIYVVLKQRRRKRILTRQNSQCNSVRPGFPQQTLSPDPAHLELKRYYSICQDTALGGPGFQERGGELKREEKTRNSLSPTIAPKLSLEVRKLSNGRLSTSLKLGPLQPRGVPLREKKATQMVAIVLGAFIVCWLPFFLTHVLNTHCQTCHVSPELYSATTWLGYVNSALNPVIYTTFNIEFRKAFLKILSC
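Agonist mode: compounds and dopamine controls were applied to plated cells for 90 min at 37 degrees C after an overnight attachment at 1500 cells/well. Luminescent read-out followed 30 - 60 minutes at room temperature with DiscoveRx detection reagent.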
MmCpn inh = Inhibitors of TCP-1 ring complex (TRiC) of Methanococcus maripaludis (MmCpn): qHTS; Potency, µM (doses to about 76.9 µM), for the others: top-dose activity, negative = inhibition, actives largely listed as inhibitors; purified Mm-Cpn ATPase, ADP Transcreener TR-FRET; actives 0.031% (n = 330,000); also: potency is read from the fitted curve at half-maximal effect; % is scaled to controls: 0 for no effect and ±100 for the full control effect; nearly all actives have a fitted effect of over 80% in size
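Reaction buffer contained 30 mM Tris pH 7.4, 100 mM KCl, 5 mM MgCl2 and 1 mM DTT. Mm-CPN (25 nM final) hydrolysed 10 uM ATP over 30 min at 37°C; ADP was read by HTRF.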
EPAC2 agonist = qHTS for Agonist of cAMP-regulated guanine nucleotide exchange factor 4 (EPAC2): primary screen | Rap guanine nucleotide exchange factor 4 (Homo sapiens), Q8WZA2 | EPAC2 activation, biochemical qHTS; response scale: 100% = 6.5 mM cAMP response | Potency, µM (top dose mostly 154 µM), for the others: top-dose activation, actives largely listed as activators | actives 0.079% (n = 360,000) | AID 720711, 2013; also: potency is read from the fitted curve at half-maximal effect; nearly all actives have a fitted effect of over 50% in size
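EPAC2 (100 nM) mixed with Rap1B loaded with BODIPY-GDP (250 nM) plus 50 uM unlabeled GDP; compounds pinned in, 5 min RT, then read every 5 min for 30 min (ex 480, em 540 nm). Normalized to cAMP control.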
DRD3 antagonist = qHTS of D3 Dopamine Receptor Antagonist: qHTS. actives 2.5% (n = 360,000). max response, negative = inhibition, %. D(3) dopamine receptor (Homo sapiens), P35462. AID 652054, 2013. D3R cells, DiscoveRx beta-arrestin luminescence, antagonist mode; hits give low values; in the data active = max response below about -50%; inconclusive = no clear call, values can overlap the other calls; also: % is scaled to controls: 0 for no effect and ±100 for the full control effect; mostly tested at two doses, the higher about 12 µM
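Cells plated overnight at 1500 cells/well, then exposed to library compounds with dopamine controls for 90 minutes at 37 degrees C. DiscoveRx reagent added for 30–60 minutes at room temperature; luminescence read, quantitative HTS format.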
An asterisk follows results filed as active; i = inactive; ? = inconclusive; / = not tested or not shown; [ ] = dose if it differs, or a comment. Unless noted, calls follow the shape of the dose curve; as a rule, active = well fitted curve in the direction sought with a large enough effect; inconclusive = small, poorly fitted or top-dose-only effect, or another doubt; inactive = no such curve, though single readings can be large; an effect the other way counts as inactive or inconclusive. An excerpt, so the mix of outcomes need not match the whole.

SMILES	CCT chaperon mod	Akt phos inh	PTHR1 ag	EPAC2 antag	DRD3 agonist	MmCpn inh	EPAC2 agonist	DRD3 antagonist
Cc1ccc(NC(=O)CN2C(=O)S/C(=C\c3cc(C)n(-c4cccc(C(=O)O)c4)c3C)C2=O)cc1	-7.0	i	-13%	-13%	-5	-2%	8%	-23
COC(=O)C1CCN(S(=O)(=O)c2ccc(Br)s2)CC1	0.0	i	-16%	-9%	7	-2%	10%	-6
CC(=O)c1cnc(Nc2ccccc2)s1	0.8	i	?	-13%	-11	-2%	10%	-12
O=C(CNC(=S)N(Cc1ccccc1)Cc1ccccc1F)NCCc1ccccc1	0.5	i	-19%	4%	-15	3%	6%	-8
COc1ccc(-n2nc(C(=O)NCC(=O)NCCCN3CCOCC3)c3ccccc3c2=O)cc1Cl	-3.7	i	i	0%	-10	1%	7%	0
CCOc1ccc(-c2nnc(Nc3ccc(OC)c(C(=O)N4CCCCC4)c3)c3ccccc23)cc1	-2.5	i	-58%[inhibitor]	-9%	1	0%	10%	0
CN=c1scc(-c2ccccc2F)n1/N=C/c1ccc(O)c(O)c1O	-0.7	i	-51%[inhibitor]	1%	107*	-1%	10%	11
O=C(c1ccc([N+](=O)[O-])o1)N1CCN(c2nc3c(Cl)cccc3s2)CC1	0.4	i	-32%[inhibitor]	11%	-2	-1%	8%	1
Cc1ccc(C(=O)N(C)c2ccc(OCC(=O)N3c4ccc(C)cc4C4CN(C)CCC43)cc2)cc1 (configuration not stated)	-3.9	i	i	-8%	-8	-2%	1%	-6
O=C(Nc1nc(-c2ccncc2)cs1)c1ccc(S(=O)(=O)N2CCOCC2)cc1	-8.5	/	-6%[57.5 µM]	3%	9	-1%	-6%	6
Cc1ccccc1NC(=O)c1cccc(S(=O)(=O)N2CCOCC2)c1	-0.9	i	i	5%	12	1%	2%	-10
O=C(NC1CCCC1)c1cc2ccccc2o1	-17	i	-7%	-4%	-4	-1%	5%	-8
COCc1cc(C)nc(SCC(=O)Nc2cc3c(cc2C#N)OCO3)c1C#N	-3.6	i	i	-3%	0	0%	-4%	13
CC(C)(C)OC(=O)NNC(=S)NC1CCCCC1	-1.4	i	i	-7%	3	-1%	3%	15
Cc1ccc2c(c1)nnn2C1CCN(S(=O)(=O)c2ccc(C(=O)N(C)C3CCCCC3)cc2)CC1	-2.4	i	-92%[inhibitor]	-17%	0	1%	14%	13
Cc1ccc(C)c(C(=O)OCC(=O)Nc2cccc(S(=O)(=O)N3CCCCC3)c2)c1	-1.7	i	-86%[inhibitor]	-3%	-13	-3%	10%	-19
CN(CCOc1ccccc1)C(=O)c1ccc(F)c(S(=O)(=O)N2CCOCC2)c1	0.5	i	i	-2%	-1	2%	-8%	21
NC(=O)c1ccc(CN2CCc3ccccc3C2)cc1	0.3	i	i	-9%	-22	1%	5%	-82*
CC(=O)N1CCc2cc(S(=O)(=O)CCC(=O)NCc3ccc(F)cc3)ccc21	-2.1	i	i	-8%	-2	2%	4%	-7
O=C(O)/C=C/C(=O)Nc1ccc(OC(F)(F)Cl)cc1	2.6	i	-21%	3%	-1	1%	4%	-22
COC(=O)c1c(C)oc(C)c1S(=O)(=O)NCc1ccc(Cl)cc1Cl	0.1	i	-19%	-4%	-13	-1%	18%	-1
COc1ccc(C(=O)CN(CCC(=O)O)S(=O)(=O)c2ccc([N+](=O)[O-])cc2)cc1	1.1	i	17%	18%	-12	0%	1%	5
C=CCNc1oc(COc2ccc(C)cc2)nc1C#N	-2.2	i	i	2%	-3	0%	2%	11
CC1(C)CC(=O)C(C2c3ccccc3Oc3ccccc32)C(=O)C1	-1.6	i	-30%	-21%	-7	1%	14%	-9
CN(C)c1ncnc2c1ncn2[C@H]1CN(Cc2ccncc2)C[C@@H](CO)O1	-2.0	i	1%	1%	-7	/	2%	0
COc1ccc(Cn2cc(CN3CC(N4CCN(C)CC4)CS3(=O)=O)nn2)cc1 (configuration not stated)	0.4	i	-6%	6%	-4	/	8%	18
COc1ccccc1/C=C(\NC(=O)c1ccc(OC)c(OC)c1)C(=O)Nc1cccc([N+](=O)[O-])c1	2.6	i	7%	-24%	-1	1%	-1%	-1
O=C(NCc1ccco1)C(c1ccccc1)N(Cc1cccnc1)C(=O)Cn1nnc2ccccc21 (configuration not stated)	-1.6	i	-18%	1%	-11	-1%	20%	3
CC(=O)Nc1ccc(NC(=O)CN(c2cccc([N+](=O)[O-])c2)S(C)(=O)=O)cc1	-1.4	i	i	1%	-3	-4%	-1%	1
[O-][n+]1c(/C=C/c2ccccc2)ccc2ccccc21	-2.5	i	-27%	-10%	-6	0%	10%	-3
C/C(O)=C(/C=Nc1ccccc1)C(=O)Nc1ccccc1	0.3	i	i	-9%	-1	-2%	11%	-1
CCOC(=O)C1CCCN(CC(=O)NC2=Nc3ccccc3N=C(C)C2c2ccccc2)C1 (configuration not stated)	0.5	i	i	-7%	8	-1%	8%	-16
CCOc1ccc(/C=N/NC(=O)C(C)N(c2ccc(OC)cc2)S(C)(=O)=O)cc1OCC (configuration not stated)	-0.7	i	-4%	-15%	0	-1%	3%	-2
O=c1[nH]ncc(NCc2ccc(Cl)cc2)c1Cl	2.8	i	-20%	20%	-3	1%	4%	35
COCCN(C(=S)Nc1ccc(C)cc1C)C(C)c1cccs1 (configuration not stated)	-2.0	i	-4%	-11%	9	-2%	9%	13
O=C1c2ccccc2NC(c2ccc3c(c2)OCO3)N1O (configuration not stated)	2.1	i	-5%	21%	-19	1%	3%	-57*
CN(Cc1ccccc1)C(=O)c1cccc(NC(=O)Cc2cccc(NC(=O)C3CCN(C(=O)c4ccccc4)CC3)c2)c1	-0.4	i	-8%	-5%	14	/	16%	11
COc1ccc(N/C=C/C(=O)C(C)(C)C)cc1	-5.6	i	i	4%	-2	0%	-1%	9
O=C(Nc1nc2c(s1)CCCC2)C1CCCN1C(=O)c1cccs1 (configuration not stated)	0.4	i	-67%[57.5 µM]	-1%	-5	0%	9%	-53*
CCCCCN(C(=O)NC(=O)NCCCC)S(C)(=O)=O	-2.6	i	-13%[57.5 µM]	8%	7	-2%	4%	7
CC(C)[C@H](NC(=O)OC(C)(C)C)C(=O)N1CCC(C(=O)N[C@@H](C)C(=O)Nc2ccc(F)cc2)CC1	-2.2	i	i	2%	1	-5%	-2%	-3
CC(Oc1ccccc1F)C(=O)NNC(=O)Cc1ccc(S(=O)(=O)N2CCOCC2)s1 (configuration not stated)	-1.7	i	-15%	2%	8	/	-3%	5
COc1ccc(C(CNC(=O)CCNS(=O)(=O)c2ccc(Br)cc2)N2CCOCC2)cc1 (configuration not stated)	-2.9	i	i	-1%	-19	/	1%	-5
N#Cc1ccc(C(=O)NCC(c2ccco2)N2CCCCC2)cc1 (configuration not stated)	-3.4	i	i	5%	1	-2%	-3%	9
CC1(C)C(=O)N(c2ccccc2)C1c1ccccc1O (configuration not stated)	-0.4	i	i	-18%	2	0%	13%	32
NC(=O)c1ccc(NC(=O)CCC(=O)N2CCN(S(=O)(=O)c3ccc(Cl)cc3)CC2)cc1	-0.6	i	i	3%	8	3%	8%	31
CCn1c(SCC(=O)NCc2ccc3c(c2)OCO3)nc2c(c1=O)SCC2	-3.0	i	i	8%	2	0%	0%	9
CC(C)C[C@H](NC(=O)OCC1c2ccccc2-c2ccccc21)C(=O)O	-0.4	i	i	-9%	-6	/	7%	-5

Ordered by length of the SMILES (lowest first): some entries from above
SMILES	CCT chaperon mod	Akt phos inh	PTHR1 ag	EPAC2 antag	DRD3 agonist	MmCpn inh	EPAC2 agonist	DRD3 antagonist
O=c1[nH]ncc(NCc2ccc(Cl)cc2)c1Cl	2.8	i	-20%	20%	-3	1%	4%	35
CC1(C)C(=O)N(c2ccccc2)C1c1ccccc1O (configuration not stated)	-0.4	i	i	-18%	2	0%	13%	32
O=C1c2ccccc2NC(c2ccc3c(c2)OCO3)N1O (configuration not stated)	2.1	i	-5%	21%	-19	1%	3%	-57*
C/C(O)=C(/C=Nc1ccccc1)C(=O)Nc1ccccc1	0.3	i	i	-9%	-1	-2%	11%	-1
O=C(Nc1nc2c(s1)CCCC2)C1CCCN1C(=O)c1cccs1 (configuration not stated)	0.4	i	-67%[57.5 µM]	-1%	-5	0%	9%	-53*
CCn1c(SCC(=O)NCc2ccc3c(c2)OCO3)nc2c(c1=O)SCC2	-3.0	i	i	8%	2	0%	0%	9
CC(C)C[C@H](NC(=O)OCC1c2ccccc2-c2ccccc21)C(=O)O	-0.4	i	i	-9%	-6	/	7%	-5
CC(Oc1ccccc1F)C(=O)NNC(=O)Cc1ccc(S(=O)(=O)N2CCOCC2)s1 (configuration not stated)	-1.7	i	-15%	2%	8	/	-3%	5
COc1ccc(C(CNC(=O)CCNS(=O)(=O)c2ccc(Br)cc2)N2CCOCC2)cc1 (configuration not stated)	-2.9	i	i	-1%	-19	/	1%	-5
NC(=O)c1ccc(NC(=O)CCC(=O)N2CCN(S(=O)(=O)c3ccc(Cl)cc3)CC2)cc1	-0.6	i	i	3%	8	3%	8%	31
CN(Cc1ccccc1)C(=O)c1cccc(NC(=O)Cc2cccc(NC(=O)C3CCN(C(=O)c4ccccc4)CC3)c2)c1	-0.4	i	-8%	-5%	14	/	16%	11
